High-throughput results: PubChem, National Center for Advancing Translational Sciences (NCATS)
KCNH2 3.1 inh – inhibitors of human KCNH2 3.1 potassium channel isoform; U2OS KCNH2 3.1, thallium flux FluxOr; stronger effect = lower value; activity change, % (tested at about 1.8 µM); 340,000 tested, 0.95% active; AID 720553;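 active = maximum activity change below -70%; inconclusive = maximum activity change from -70% to -50%; inactive = maximum activity change above -50%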;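 note: thallium influx rate constant from kinetic fluorescence after stimulation buffer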
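U2OS cells transduced with KCNH2 3.1 mutant virus (1.77 x 10^8 /mL, 4 h), plated overnight at 37 C, loaded 45 min with FluxOr dye plus Red40 quencher. Thallium flux rate constant from kinetic reads after stimulation buffer, normalised to controls.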
B2AR arrestin – beta2AR (human) beta-arrestin recruitment activity; Potency, µM (doses to about 46.1 µM), for the others: top-dose activation, hits mostly activators; 330,000 tested, 0.02% active; beta-arrestin recruitment to beta2AR, cell-based reporter; P07550;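 note: potency is the fitted concentration of half-maximal effect; 0% = DMSO controls and full agonism = EC100 isoproterenol or metaproterenol; nearly all actives have a fitted effect of over 65% in size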
Target sequence (P07550 whole entry, looked up): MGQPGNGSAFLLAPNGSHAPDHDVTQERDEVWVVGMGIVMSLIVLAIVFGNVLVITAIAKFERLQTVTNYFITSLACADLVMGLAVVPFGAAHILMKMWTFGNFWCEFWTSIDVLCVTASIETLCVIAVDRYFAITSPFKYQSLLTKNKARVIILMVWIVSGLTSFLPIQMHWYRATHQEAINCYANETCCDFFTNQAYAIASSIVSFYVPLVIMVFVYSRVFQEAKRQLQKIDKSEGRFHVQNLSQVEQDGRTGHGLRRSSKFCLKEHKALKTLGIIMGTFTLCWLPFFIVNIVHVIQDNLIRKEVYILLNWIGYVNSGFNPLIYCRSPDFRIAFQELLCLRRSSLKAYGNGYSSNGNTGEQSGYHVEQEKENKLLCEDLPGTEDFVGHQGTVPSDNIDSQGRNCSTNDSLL
BCR signal inh – chronic active BCR signaling inhibition; Potency, µM (series often up to 46.1 µM), inactives show at the top dose ratio change, negative = lower green/red ratio, hits mostly inhibitors; 340,000 tested, 0.05% active; ABC-DLBCL IkBa-CBG/CBR reporter, luminescence ratio, 4 h; active = well fitted inhibition curve with a large enough effect in the signal ratio, with a control signal flat, not every such curve was filed as active; inconclusive = small, poorly fitted or top-dose-only effect, or effect the other way, or a change in a side signal; the % refers to the signal ratio;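 note: potency is the fitted concentration of half-maximal effect; plate controls were basal doxycycline-induced cells for no effect and cells given 10 µM MG132 for full effect; MG132 reads +100%, hits lower the ratio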
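TMD8 ABC-DLBCL cells carrying doxycycline-inducible green luciferase fused to IkappaBalpha plus unfused red luciferase were exposed to compounds (up to 46 uM) for 4 hrs at 37C. Activity came from the overlap-corrected green/red luminescence ratio.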
hERG WT inh – KCNH2 (human, wildtype) channel inhibition. U2OS, BacMam KCNH2, thallium flux FluxOr; stronger effect = lower value. activity change, % at 1.84 µM. 340,000 tested, 0.37% active. AID 720551;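 active = maximum activity change below -70%; inconclusive = maximum activity change between -70% and -50%; inactive = maximum activity change above -50%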
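U2OS cells transduced with wild-type KCNH2 virus are loaded with FluxOr dye for 45 min, and thallium flux is measured in kinetic reads before and after stimulation buffer. Rate constants are normalized to DMSO controls.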
Giardia killer – Giardia lamblia killing; activity change, % at 7.66 µM, hits read low; 340,000 tested, 0.15% active; Giardia lamblia trophozoite viability; in the data active = activity change below about -80%; inconclusive = between about -30% and that limit;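 note: parasites exposed to compound for two days anaerobically before the ATP read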
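Giardia trophozoites, 100 cells per well, were exposed to compounds for 48 hrs at 37 deg C under anaerobic conditions; viability was then read as ATP content by bioluminescence after 15-30 min at room temperature.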
Eya2 inh – blocks the phosphatase activity of human Eya2; O00167; recombinant Eya2, OMFP fluorescence dephosphorylation (OMFP is methylfluorescein phosphate); Potency, µM (titrated, usually from 76.9 µM), for the others: top-dose activity, negative = inhibition, most hits filed as inhibitors; 330,000 tested, 0.006% active; note: potency is the fitted concentration of half-maximal effect
Target sequence (O00167 whole entry, looked up): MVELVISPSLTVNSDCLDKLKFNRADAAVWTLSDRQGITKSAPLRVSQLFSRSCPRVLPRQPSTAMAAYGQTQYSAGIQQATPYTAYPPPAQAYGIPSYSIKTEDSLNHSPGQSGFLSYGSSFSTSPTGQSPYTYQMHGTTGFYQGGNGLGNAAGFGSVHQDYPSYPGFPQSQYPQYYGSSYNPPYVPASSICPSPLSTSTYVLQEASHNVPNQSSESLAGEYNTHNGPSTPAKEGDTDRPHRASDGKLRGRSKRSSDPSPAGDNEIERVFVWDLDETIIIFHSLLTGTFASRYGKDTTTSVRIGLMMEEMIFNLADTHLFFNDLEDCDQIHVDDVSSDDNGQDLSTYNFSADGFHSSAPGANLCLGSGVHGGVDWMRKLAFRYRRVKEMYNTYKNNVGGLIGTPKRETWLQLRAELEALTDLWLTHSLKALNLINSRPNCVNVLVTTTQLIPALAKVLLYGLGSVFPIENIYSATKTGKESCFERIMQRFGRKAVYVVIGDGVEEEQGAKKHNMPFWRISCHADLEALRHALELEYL
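Eya2 protein (added as 0.2 uM solution) was preincubated with compound for 10 min at ambient temperature in 50 mM HEPES pH 7.5, 50 mM NaCl, 5 uM MgCl2, 0.05% BSA, 1 mM DTT. OMFP (added at 50 uM) then reacted 10 min; fluorescence read at 485/525 nm.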
USP2a block – blocks human ubiquitin-specific protease USP2a | O75604 | AID 463254 | USP2 core, Ub-CHOP2 coupled fluorogenic reporter, 485/531 | Potency, µM (top dose mostly 38.3 µM), without a hit: top-dose activity change, negative = inhibition, usual class: inhibitors | 330,000 tested, 0.01% active;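 note: potency is the fitted concentration of half-maximal effect; plate controls were DMSO wells for no effect and full inhibition by NEM control for full effect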
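Cell-free coupled assay: 10nM USP2 core preincubated 30min RT with compound in Tris-HCl pH 8.0/CaCl2/CHAPS buffer, then 25nM Ub-CHOP2 and 25nM reporter substrate; fluorescence (Ex 485/Em 531) read after 60min RT, normalized to NEM inhibition, concentration-response curves fitted.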
uPA surface inh – blocks generation of uPA at the cell surface | 330,000 tested, 0.31% active | cell surface uPA generation assay, qHTS | Potency, µM (titrated, usually from 38.3 µM), for the others: at the top dose activity change, negative = inhibition, hits mostly inhibitors; active = well fitted inhibition curve with a large enough effect; inconclusive = small, poorly fitted or top-dose-only effect; inactive = no such curve, though single readings can be large or run the other way; tested in mouse RAW 264.7 cells; note: potency is the fitted concentration of half-maximal effect; nearly all actives have a fitted effect of over 55% in size
GALK inh – galactokinase (human) inhibition. P51570. Purified GALK, Kinase-Glo residual ATP luminescence. Potency, µM (titrated, usually from 57.5 µM), for the others: at the highest dose activity change, negative = inhibition, usual class: inhibitors. 270,000 tested, 0.007% active; note: potency is the fitted concentration of half-maximal effect
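The enzyme phosphorylates galactose (100 uM) using ATP (35 uM); inhibition is detected as higher residual ATP, quantified by bioluminescence after 1 h reaction at room temperature, pH 8.0.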
PKM2 activator – PKM2 (human) enzyme activation; 260,000 tested, 0.34% active; purified PKM2, Kinase-Glo ATP luminescence, activation; response scale: 0% is enzyme alone, no compound; P14618; Potency, µM (series often up to 57.5 µM), for the others: at the top dose activation, hits mostly activators; note: potency is the fitted concentration of half-maximal effect; nearly all actives have a fitted effect of over 55% in size
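ATP formation by purified human PK-M2, quantified via coupled luciferase luminescence after 1 h at room temperature with 0.1 mM ADP and 0.5 mM PEP final.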
Coupling enz – coupling enzyme interference in Giardia aldolase counter-screen. coupling enzyme system counterscreen, AmpLite Red fluorescence. activity change, negative = inhibition, % at 58.2 µM, hits read low. 290,000 tested, 0.67% active; in the data active = activity change below about -30%
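Compounds tested against the coupling enzymes alone at 57.5 uM final; readout was AmpLite Red fluorescence (525/598 nm) after 20 min at RT.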
Starred values were filed as active, the others as inactive; ? = inconclusive; / = no result given; [ ] = another dose, or the depositor's remark. Unless noted, calls come from the whole dose curve; as a rule, active = well fitted curve in the direction sought with a large enough effect; inconclusive = small, poorly fitted or top-dose-only effect, or another doubt; inactive = no such curve, though single readings can be large; an effect the other way counts as inactive or inconclusive. Unless noted, % is set by controls: 0 for no effect and ±100 for the full control effect.

Molecule	KCNH2 3.1 inh	B2AR arrestin	BCR signal inh	hERG WT inh	Giardia killer	Eya2 inh	USP2a block	uPA surface inh	GALK inh	PKM2 activator	Coupling enz
CCOC(=O)c1sc(=S)n(C)c1C	6	2.5%	-4%	-14	11	32%	0%	-1%	1%	11%	-1
O=S(=O)(Nc1ccccc1Cl)c1cccc2nsnc12	-11	-0.4%	3%	1	-5	2%	1%	13%	-2%	2%[11.5 µM]	-5
COc1ccc(/C=N/NC(=O)c2cc(-c3cccnc3)nc3ccccc23)c(OC)c1	7	0.0%	1%	-8	-18	1%	3%	2%	-2%	2%	-2
O=C(COC(=O)CCC1CCCC1)Nc1ccc(Cl)cc1F	-5	-0.3%	2%	-4	10	-20%	0%	6%	/	1%	0
CCC(C)N1CC(O)=C(c2nc3ccccc3[nH]2)C1=N (stereo not given)	-7	1.3%	?	19	-27	6%	2%	-18%	0%	1%	0
Cc1ccccc1NC(=O)Cc1nc(COC(=O)c2ccc(Cl)c(S(N)(=O)=O)c2)cs1	-6	0.1%	-6%	-5	13	-1%	1%	5%	/	/	/
CCn1c(N)c(C(=O)NCc2ccco2)sc1=S	-2	-1.1%	-13%	-5	9	-10%	-1%	-2%	3%	3.5µM*	-10
Cc1cccc(N2CCCn3c2nc2c3c(=O)n(CCN3CCOCC3)c(=O)n2C)c1	-8	0.3%	-2%	-16	11	5%	1%	10%	0%	0%	-1
Cc1cccc(CNC(=O)c2ccc(NC(=O)C3=CSCCO3)cc2)c1	11	0.5%	1%	0	11	-2%	2%	11%	-2%	/	-3
CC1CN(c2nc(N(C)c3ccccc3)nc(N)c2[N+](=O)[O-])CC(C)O1 (stereo not given)	-10	-1.1%	0%	1	-13	1%	-3%	-10%	1%	/	-1
CCC(=O)c1ccc(OCCN2CCOCC2)cc1	2	-0.4%	?	-13	-11	6%	-2%	0%	-8%	2%	0
O=C(C1CCN(S(=O)(=O)c2cnc[nH]2)CC1)N1CCc2ccccc2C1	0	3.7%	2%	0	4	-33%	2%	4%	0%	-4%	1
Cn1cc(SCC(=O)NC2CCCC2)c2ccccc21	-5	0.2%	-4%	2	0	-10%	3%	0%	2%	0%	3
CCCn1c(SCC(=O)N2CCc3ccccc3C2)nc(O)cc1=O	27	0.1%	0%	0	0	-13%	4%	6%	/	/	/
COc1cc(NCCC(=O)c2cccs2)c(OC)cc1Cl	-5	-0.1%	-5%	-2	-6	-9%	1%	2%	1%	0%	1
CCOc1ccc(-c2noc(-c3cccnc3)n2)cc1OC	11	-1.4%	?	-11	-9	16%	1%	-2%	2%	-2%	0
Cc1cc(NC(=O)CCN2CCN(C)CC2)ccc1Br	5	0.5%	7%	16	5	6%	0%	0%	-4%	2%	1
COc1ccc(Cl)cc1NC(=O)CCN1C(=O)C2CC=CCC2C1=O (stereo not given)	0	-1.1%	-11%	-2	12	2%	0%	7%	-7%	-9%	/
NC(=O)/C(=C/c1ccco1)NC(=O)/C=C/c1ccccc1	-4	0.3%	8%	2	-11	5%	-1%	-3%	1%	-1%	-3
Cc1cccc(N2C(=O)CC(SC(=Nc3ccccc3)Nc3ccccc3)C2=O)c1 (stereo not given)	-3	4.4%	?	-6	8	9%	-5%	37%[activator]	3%	0%	1
Cc1ccc(C(=O)NCCCn2ccnc2)o1	-9	-0.2%	-2%	-5	-19	6%[15.4 µM]	1%	6%	1%	-11%	0
CC(=O)NCc1ccc(C(=O)O)cc1	20	-0.7%	-1%	2	2	6%	11%	5%	-1%	-3%	-1
O=C1CSC(=S)N1c1ccc(F)c(Cl)c1	-11	0.0%	7%	3	-20	4%	5%	-15%	-3%	/	8
CS(=O)(=O)Nc1cccc(-c2cn3ccccc3n2)c1	-6	-0.1%	?	12	-7	3%	5%	-9%	0%	3%	-3
CCN(CCO)c1ccc(NC(=S)Nc2cccc(S(=O)(=O)N(C)C)c2)cc1	-2	-0.2%	-15%	2	-15	-10%	-6%	5%	-1%	-6%	-41*
O=C(/C=C/c1ccco1)N1CCC(Cc2ccccc2)CC1	-4	6.3%	-17%	-20	-2	-2%	-1%	-6%	1%	8%	-4
Cc1cc(C)c(S(=O)(=O)NCC(c2ccco2)N2CCc3ccccc3C2)c(C)c1 (stereo not given)	-2	-0.8%	12%	16	-5	-9%	-4%	-1%	/	/	/
Cc1c(C(C)NC(=O)c2ccc3nc(Cc4ccccc4F)oc3c2)cnn1C (stereo not given)	8	-0.4%	-3%	-9	-11	1%	-2%	-6%	-3%	/	/
Cc1ccc(/C=N/NC(=O)c2c(C)nc3ccc(Br)cn23)cc1	26	0.0%	-1%	-6	32[activator]	-14%	0%	?	-5%	0%	0
C#CCN1C(=O)S/C(=C\c2cc3c(cc2OC)OCO3)C1=O	3	-0.2%	?	-1	-5	1%	5%	2%	-1%	0%[11.5 µM]	0
CCSc1nc2ccccc2c(=O)n1Cc1ccc(F)cc1	2	-0.9%	?	-12	-6	1%	0%	3%	1%	-1%	6
COc1ccc(C(=O)NCC(=O)N/N=C(\C)c2ccco2)cc1OC	15	-0.3%	-2%	-1	4	-16%	-5%	12%	6%	-6%	1
CCOc1ccc(NC(=O)CN(C)C(=O)c2ccc(C3SCCS3)cc2)cc1OCC	10	0.0%	4%	11	10	3%	0%	8%	/	/	/
O=C(CN1CCN(S(=O)(=O)c2ccc(F)cc2)CC1)NC1CCCC1	12	-0.4%	-13%	5	15	15%	-2%	-1%	-6%	24%	/
CN(C)c1ccnc(Nc2ccc(O)cc2)c1C#N	35	-0.5%	-6%	-1	-23	-2%	6%	0%	1%	-4%	-3
CC(=O)Nc1c(Cl)cc([N+](=O)[O-])c2ccccc12	-12	-1.1%	1%	-5	17	7%	4%	-5%	1%	1%	5
Cc1cc(C(=O)Nc2cccc(-c3ccc(N4CCOCC4)nn3)c2)ccc1[N+](=O)[O-]	-12	0.2%	?	-2	?	0%	-3%	-8%	/	/	/
Cc1cc(C(=O)NNC(=S)NCC(C)C)no1	-2	-0.4%	9%	12	-3	15%	0%	/	3%	-6%	1
CN(C)c1ccc(-c2nn3c(-c4ccc(Cl)cc4Cl)nnc3s2)cc1	/	-0.9%	3%	/	/	6%	-1%	/	-3%	0%	1
O=C(CCCOc1ccccc1)NC1CCCc2ccccc21 (stereo not given)	19	0.1%	1%	-1	-9	2%	-1%	-1%	0%	-3%	-2
CSCC(=O)NC1CCCN(C2Cc3ccccc3C2)C1 (stereo not given)	-3	-0.1%	0%	-1	-27	-4%	1%	7%	-4%	2%	0
COc1ccccc1-c1nnc(SCC(=O)O)n1-c1ccccc1	-21	0.1%	8%	-3	-15	1%	3%	5%	5%	-1%	1
Cc1cc(C)c(S(=O)(=O)c2ccccc2)c(OC(=O)c2c(F)cccc2Cl)n1	6	-0.2%	?	-16	15	-6%	-1%	-1%	0%	-2%	-22
Cc1ccc(C)c(N2CCN(C(=O)CCC(=O)Nc3nnc(C(F)(F)F)s3)CC2)c1	-8	0.2%	2%	-6	-15	-6%	2%	-6%	-4%	/	/
CCOCC(=O)Nc1cc(C)on1	-12	-0.3%	-7%	-27	-6	7%	5%	7%	0%	3%	-1
CCOC(=O)CSc1nc2c(c(-c3ccc(C)o3)c1C#N)CCCC2	-5	0.1%	?	-11	8	-15%	-1%	2%	-1%	?	-20
Cc1ccc(C(=O)N[C@H](C(=O)OCc2cc(=O)oc3cc(C)ccc23)C(C)C)cc1	-10	0.1%	5%	2	-9	0%	4%	-2%	0%	-4%	3
COc1ccc(NC(=O)CCc2nnc3ccc(N4CCC5(CC4)OCCO5)nn23)cc1	14	0.2%	2%	2	3	11%	-1%	4%	-1%	/	0
COC(=O)c1sc(-c2ccc(Cl)cc2)cc1NC(=O)COCC(=O)O	-8	-0.1%	?	-3	-3	3%	10%	2%	-2%	-1%	1
CNNC(=S)Nc1ccc(Cl)cc1	4	-0.9%	4%	-10	-8	3%	0%	1%	-2%	3%	0

3 entries already listed, sorted by the number in BCR signal inh, descending:
mol,BCR signal inh
Cc1cc(C(=O)NNC(=S)NCC(C)C)no1,9%
CNNC(=S)Nc1ccc(Cl)cc1,4%
CN(C)c1ccc(-c2nn3c(-c4ccc(Cl)cc4Cl)nnc3s2)cc1,3%

Hits appear at their usual frequency; about 2.4% have a hit in one of these screens.
